Mtb FBA inh = inhibitors of M. tuberculosis fructose-bisphosphate aldolase | P9WQA3 | purified M. tuberculosis FBA, fluorescence read-out | inhibition, % at 1 µM | 360,000 tested, 2.3% active | AID 588726; in the data active means inhibition above about 27%;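 further: 0% = vehicle and 100% = reference inhibitor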
Target sequence (P9WQA3 whole entry, looked up): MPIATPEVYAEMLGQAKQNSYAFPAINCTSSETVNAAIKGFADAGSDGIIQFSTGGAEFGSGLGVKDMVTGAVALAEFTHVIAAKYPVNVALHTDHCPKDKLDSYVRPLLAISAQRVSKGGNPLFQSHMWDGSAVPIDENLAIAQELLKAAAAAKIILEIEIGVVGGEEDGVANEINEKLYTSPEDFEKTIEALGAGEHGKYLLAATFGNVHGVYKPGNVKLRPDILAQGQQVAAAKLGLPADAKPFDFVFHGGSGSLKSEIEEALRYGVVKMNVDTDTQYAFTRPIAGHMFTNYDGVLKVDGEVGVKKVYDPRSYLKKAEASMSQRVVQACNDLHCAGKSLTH
MazF activator = MazEF (E. coli) toxin RNase activation | 350,000 tested, 0.32% active | FAM/BHQ RNA-DNA oligo cleavage fluorescence, 5 h | activation, % at 20 µM; in the data active means activation above about 50%
Target sequence (P0AE70 whole entry, looked up): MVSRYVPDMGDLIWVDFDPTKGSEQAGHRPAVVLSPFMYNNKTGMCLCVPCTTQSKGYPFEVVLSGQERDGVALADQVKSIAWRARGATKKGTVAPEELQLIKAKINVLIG
Mtb UGM inh = blocks M. tuberculosis UGM enzyme | AID 504406 | purified UGM, fluorescence polarization probe displacement | 320,000 tested, 0.06% active | inhibition, % at 10 µM | P9WIQ1; in the data active means inhibition above about 10%, passing the limit was not always enough; inconclusive means no clear call, values can overlap the other calls
Target sequence (P9WIQ1 whole entry, looked up): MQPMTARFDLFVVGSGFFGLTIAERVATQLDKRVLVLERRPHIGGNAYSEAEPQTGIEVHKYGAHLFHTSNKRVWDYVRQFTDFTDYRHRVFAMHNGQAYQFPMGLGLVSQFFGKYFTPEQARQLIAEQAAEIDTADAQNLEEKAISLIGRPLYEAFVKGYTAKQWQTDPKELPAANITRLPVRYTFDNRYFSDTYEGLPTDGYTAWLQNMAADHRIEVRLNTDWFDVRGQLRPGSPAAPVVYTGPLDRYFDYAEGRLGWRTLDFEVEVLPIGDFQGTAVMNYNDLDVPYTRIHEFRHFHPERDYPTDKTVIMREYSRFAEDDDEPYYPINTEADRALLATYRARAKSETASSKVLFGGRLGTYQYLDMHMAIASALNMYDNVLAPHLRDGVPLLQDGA
FadD28 FP inh = M. tuberculosis FadD28 bisubstrate binding inhibition | 360,000 tested, 0.22% active | inhibition, % at 12.5 µM | FadD28 bisubstrate probe binding, fluorescence polarization; in the data active means inhibition above about 8.5%, passing the limit was not always enough; inconclusive means no clear call, values can overlap the other calls
PrPC surface inh = cell surface PrPC inhibition, primary TR-FRET screen; P04156; TR-FRET read-out; inhibition, % at 13.8 µM; 370,000 tested, 0.43% active; AID 720596; in the data active means inhibition above about 24%; further: 0% = median of the test wells and 100% = reference compound wells
Mtb BioA inh = BioA (M. tuberculosis) enzyme inhibition | purified M. tuberculosis BioA enzyme, plate reader | inhibition, % at 9.99 µM | 360,000 tested, 0.096% active | AID 602481; in the data active means inhibition above about 40%; inconclusive means no clear call, values can overlap the other calls
Rv3671c inh = inhibitors of M. tuberculosis serine protease Rv3671c | inhibition, % at 5.96 µM | 320,000 tested, 0.048% active | AID 2606; in the data active means inhibition above about 38%;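 further: extracellular domain of Rv3671c used as enzyme; 0% = enzyme with DMSO and 100% = no enzyme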
BoNT-F LC inh = BoNT F light chain protease inhibition; Multiplex microsphere protease cleavage assay, flow cytometry; inhibition, % at 10 µM; 360,000 tested, 0.22% active; AID 588497; in the data active means inhibition above about 35%, passing the limit was not always enough; inconclusive means no clear call, values can overlap the other calls; further: plate controls were buffer without enzyme for full effect and enzyme alone for no effect
GDH-TPI counter = counter-screen for M. tuberculosis FBA inhibitors: GDH-TPI coupled enzymes; GDH-TPI coupled enzyme counterscreen, NADH absorbance; inhibition, % at 4.8 µM; 360,000 tested, 1.2% active; AID 588335; in the data active means inhibition above about 30%;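 further: 0% = DMSO wells and 100% = wells lacking the enzyme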
* hit, by the source's call; ? = inconclusive; nt = no result given. Compounds as they come; 4.8% or so of the library scored in one or more.

1	CC1Cc2ccccc2N1C(=O)CN1CCc2ccccc2C1 (stereo not given)
2	Cc1cc(-c2ccccc2)n[nH]1
3	NC(=O)Cn1cc(C(=O)c2ccccc2)c2ccccc21
4	CCCCCCN1C[C@@H](O)[C@H](n2cc(C3CC3)nn2)C[C@@H]1c1ccccc1
5	CCn1c(SCC(=O)Nc2cccc(NC(C)=O)c2)nnc1C(C)C
6	CCc1c(C)c2ccc(OC3CCCCC3=O)cc2oc1=O (stereo not given)
7	COc1ccc([N+](=O)[O-])cc1NCC(=O)Nc1cc(S(=O)(=O)N2CCCCC2)ccc1C
8	COc1ccc(S(=O)(=O)N[C@@H](Cc2ccc(Cl)cc2)C(=O)N2CC[C@@]3(O)CCCC[C@H]3C2)cc1
screen / no.	1	2	3	4	5	6	7	8
Mtb FBA inh	-5	-1	3	1	-6	90*	0	-1
MazF activator	-7	-3	9	-2	4	6	-5	-2
Mtb UGM inh	-0.5	-0.8	2.4	nt	0.2	2.1	-0.9	-0.1
FadD28 FP inh	-2.9	0.0	-0.7	-2.4	-2.8	nt	-2.2	-4.0
PrPC surface inh	-7	7	1	3	4	5	-14	-5
Mtb BioA inh	-0.1	nt	-0.6	0.7	0.2	-0.9	-0.6	-0.3
Rv3671c inh	7	0	1	nt	3	4	1	-11
BoNT-F LC inh	6	5	nt	-1	5	-2	-10	9
GDH-TPI counter	11	-5	10	-3	1	4	8	8

9	Cc1ccc(CNS(=O)(=O)c2cccc3nsnc23)cc1
10	O=C(CSc1nnc(-c2ccncc2)o1)Nc1ccc(F)c(F)c1
11	Cc1ccc(CNC(=O)Cc2cccs2)cc1
12	COc1ccc(/C=C/C(=O)NC(=S)NNC(=O)c2cccnc2)cc1OC
13	O=C(Nc1cccc(NC(=O)c2ccc(F)cc2)c1)c1ccc(F)cc1
14	Cc1ccccc1-n1c(C)nnc1SCC(=O)N1CC(=O)Nc2ccccc21
15	CC1=NN(c2ccc(C)cc2C)C(=O)C1C(c1ccccc1)C1C(=O)N(c2ccc(C)cc2C)N=C1C (stereo not given)
16	FC(F)(F)c1cnc(COc2ccc(Cl)cc2Cl)c(Cl)c1
screen / no.	9	10	11	12	13	14	15	16
Mtb FBA inh	4	3	3	-2	1	-2	-1	1
MazF activator	10	-6	7	-2	8	1	2	-2
Mtb UGM inh	0.1	-0.8	1.2	1.6	0.3	0.0	1.7	1.4
FadD28 FP inh	-0.5	-0.7	0.7	-2.1	0.0	-4.1	-2.3	-1.7
PrPC surface inh	-19	-1	1	-3	-3	-6	nt	4
Mtb BioA inh	nt	-2.0	-0.8	nt	-1.6	2.0	0.8	nt
Rv3671c inh	-3	-4	3	4	-8	2	-37	-5
BoNT-F LC inh	-2	5	-4	3	-22	2	7	-8
GDH-TPI counter	4	1	13	38*	17	-4	4	2

17	C[C@@]12CCC=C[C@H]1[C@H](c1ccc3ccccc3c1Br)N(Cc1ccccc1)C2=O
18	CCC(=O)N1CCc2cc(S(=O)(=O)N3CCN(c4ccccc4Cl)CC3)ccc21
19	Cc1cc(NC(=O)c2cc(C)on2)no1
20	Cc1ccc(S(=O)(=O)N(C(=N)N)c2nc(N(C)C)nc(N(C)C)n2)cc1
21	O=C1Nc2cc(Cl)c(Cl)cc2N(O)N1c1ccccc1
22	Cc1ccc(C(=O)NNC(=O)c2ccc(NS(=O)(=O)c3cccs3)cc2)o1
23	Cc1ccc(NC(=O)CSc2nnc3ccc(-c4cccnc4)nn23)cc1
24	C=CCNCCOc1ccc(C(C)(C)c2ccccc2)cc1
screen / no.	17	18	19	20	21	22	23	24
Mtb FBA inh	-1	-1	-2	1	0	3	1	1
MazF activator	-1	-2	-3	nt	1	5	12	-9
Mtb UGM inh	0.9	2.0	0.4	-1.6	0.6	1.9	-2.9	-0.3
FadD28 FP inh	-0.5	-4.2	-0.7	-1.6	-3.2	0.8	-3.8	-1.1
PrPC surface inh	-6	-3	-3	4	-3	-2	-16	-2
Mtb BioA inh	-0.9	-0.7	nt	nt	-2.6	0.3	nt	nt
Rv3671c inh	-3	5	4	-1	-3	0	1	-3
BoNT-F LC inh	5	3	-3	?	5	-14	0	-6
GDH-TPI counter	5	1	-4	-5	-3	6	-11	3

25	CC(C)C(=O)Nc1c2c(nn1-c1ccc([N+](=O)[O-])cc1)CS(=O)(=O)C2
26	Clc1ccc(CON/C=N/c2ncnc3sccc23)c(Cl)c1
27	Cc1[nH]n(C(N)=S)c(=O)c1N=Nc1cc(C(F)(F)F)ccc1Cl
28	O=S(=O)(Nc1ccc(Cl)c(Cl)c1)N1CCOCC1
29	CCCC(C(=O)NC1CCCCC1)N(CC1CCCO1)C(=O)CNS(=O)(=O)c1ccc(F)cc1 (stereo not given)
30	COc1cccc(NC(=O)COc2coc(CN3CCc4ccccc4C3)cc2=O)c1
31	O=C(Nc1ccccc1)C1COc2ccccc2O1 (stereo not given)
32	Cc1cnc(NC(=O)Nc2ccc(Cl)cc2)s1
screen / no.	25	26	27	28	29	30	31	32
Mtb FBA inh	0	-1	7	0	0	4	5	1
MazF activator	12	3	-8	9	10	-1	1	-16
Mtb UGM inh	0.3	-1.7	1.5	1.0	-1.6	-2.5	0.3	-1.0
FadD28 FP inh	-1.7	-5.8	-1.3	nt	-0.8	0.7	-1.1	-3.1
PrPC surface inh	-5	0	-1	-1	9	2	8	18
Mtb BioA inh	-1.8	0.5	-0.5	-0.4	-1.0	1.2	0.9	-1.4
Rv3671c inh	0	-8	11	2	5	1	2	0
BoNT-F LC inh	?	-3	-20	-2	8	-9	21	-6
GDH-TPI counter	5	-8	5	7	4	4	15	3

33	CC(Sc1nc2ccccc2c(=O)n1CC1CCCO1)C(=O)N(C)Cc1ccccc1 (stereo not given)
34	COCc1c(Br)c(C)nc2sc3c(=O)[nH]nnc3c12
35	O=C(NCc1cccs1)c1ccc2nc([C@@H]3O[C@H](CO)[C@H](O)[C@H](O)[C@H]3O)[nH]c2c1
36	COc1ccccc1-c1ccc(=O)n(CC(=O)NCc2cccs2)n1
37	COc1cccc(C(=O)C2CCCN(CC3=Cc4cc(OC)ccc4OC3)C2)c1 (stereo not given)
38	O=C(Cn1nnc2ccccc21)c1ccc([N+](=O)[O-])cc1
39	O=C(NCc1ccccc1)C1CCCN(S(=O)(=O)c2cccc3nonc23)C1 (stereo not given)
40	COc1cc(/C=N/NC(=O)c2nnn(-c3nonc3N)c2C)ccc1OCc1ccc(Cl)cc1
screen / no.	33	34	35	36	37	38	39	40
Mtb FBA inh	-1	2	0	3	3	1	0	-4
MazF activator	-1	-9	nt	4	-1	1	-19	-51
Mtb UGM inh	-0.5	3.7	nt	-0.8	-0.7	-0.4	1.0	nt
FadD28 FP inh	-5.5	-2.4	-2.2	-4.2	0.6	-2.1	-5.1	-1.6
PrPC surface inh	6	-7	6	-3	-8	-16	-19	-5
Mtb BioA inh	0.4	2.3	0.0	nt	nt	nt	nt	1.0
Rv3671c inh	-9	-13	nt	4	6	4	0	nt
BoNT-F LC inh	?	23	-10	7	-3	3	1	-3
GDH-TPI counter	3	18	3	7	11	6	-3	0

41	CC(=O)Nc1ccc(S(=O)(=O)NC2(C(F)(F)F)NC(=O)N(CC(C)C)C2=O)cc1 (stereo not given)
42	O=C(Nc1ccc(S(=O)(=O)NCC2CCCO2)cc1)c1ccccc1 (stereo not given)
43	CC(CCc1ccccc1)NC(=O)C(=O)c1c[nH]c2ccccc12 (stereo not given)
44	CCOC(=O)C(Nc1ccc2ccccc2c1)C(=O)OCC
45	CCOc1ccc2oc(C(=O)NCc3nc4ccccc4[nH]3)c(C)c2c1
46	COc1ccccc1C1/C(=C(\O)c2ccc3c(c2)OCCO3)C(=O)C(=O)N1CCCn1ccnc1 (stereo not given)
47	CC(C)c1ccc(NC2CCCN(C(=O)c3cccc(N4CCNC4=O)c3)C2)cc1 (stereo not given)
48	O=C1C(Cl)=C(NCc2ccco2)C(=O)c2ccccc21
screen / no.	41	42	43	44	45	46	47	48
Mtb FBA inh	0	2	-2	9	26	-4	2	-6
MazF activator	8	4	-5	0	-8	6	2	6
Mtb UGM inh	-1.7	-1.7	-1.2	-2.2	-2.8	-0.7	1.0	nt
FadD28 FP inh	-1.4	-0.3	-4.6	-0.6	-8.9	-1.7	-1.0	-4.3
PrPC surface inh	4	-1	3	9	15	3	0	-19
Mtb BioA inh	nt	-0.8	-0.8	nt	-0.5	0.3	7.2	nt
Rv3671c inh	-2	-12	-14	-8	-5	-13	3	nt
BoNT-F LC inh	-6	6	nt	-12	-6	7	2	-5
GDH-TPI counter	0	0	12	5	1	11	11	-5

49	COc1cccc(CNC(=O)CN2C(=O)CC(c3ccccc3)=Nc3ccccc32)c1
50	CC(C)NC(=O)C1(C)CCCN1C/C=C/c1ccccc1 (stereo not given)
51	CC(C)CNC(=O)NC(=O)CSc1nc2ccccc2n1CC(C)C
52	CC(=NCCN1CCCCC1)c1c(O)n(-c2ccc(Cl)cc2)c(=O)[nH]c1=O
53	COc1ccc2nc(/N=C(\N)NC(=O)C(C)(C)C)nc(C)c2c1
54	COC(=O)[C@H](Cc1ccccc1)NC(=O)NCc1ccc(S(N)(=O)=O)cc1
55	COc1cccc(C(=O)CC(=O)C(=O)Nc2cccc([N+](=O)[O-])c2C)c1
56	O=C(NCc1cccnc1)c1cccc(S(=O)(=O)N2CCCC2)c1
screen / no.	49	50	51	52	53	54	55	56
Mtb FBA inh	0	5	5	2	46*	1	0	0
MazF activator	-3	nt	9	1	13	6	6	2
Mtb UGM inh	-0.5	nt	1.8	-0.3	0.2	1.0	1.5	0.7
FadD28 FP inh	-1.8	0.3	1.5	-0.6	-2.9	-1.5	0.7	-0.8
PrPC surface inh	-7	1	7	4	-3	-1	7	-9
Mtb BioA inh	1.1	-3.3	-1.0	0.3	-1.4	nt	0.5	-0.1
Rv3671c inh	7	nt	-8	9	7	6	-1	2
BoNT-F LC inh	-1	1	-2	-5	-6	-8	-7	-9
GDH-TPI counter	5	19	12	-4	5	-1	17	12

Rewritten tab-delimited: entries from further up.
#	molecule	Mtb FBA inh	MazF activator	Mtb UGM inh	FadD28 FP inh	PrPC surface inh	Mtb BioA inh	Rv3671c inh	BoNT-F LC inh	GDH-TPI counter
49	COc1cccc(CNC(=O)CN2C(=O)CC(c3ccccc3)=Nc3ccccc32)c1	0	-3	-0.5	-1.8	-7	1.1	7	-1	5
50	CC(C)NC(=O)C1(C)CCCN1C/C=C/c1ccccc1 (stereo not given)	5	nt	nt	0.3	1	-3.3	nt	1	19
51	CC(C)CNC(=O)NC(=O)CSc1nc2ccccc2n1CC(C)C	5	9	1.8	1.5	7	-1.0	-8	-2	12
52	CC(=NCCN1CCCCC1)c1c(O)n(-c2ccc(Cl)cc2)c(=O)[nH]c1=O	2	1	-0.3	-0.6	4	0.3	9	-5	-4
53	COc1ccc2nc(/N=C(\N)NC(=O)C(C)(C)C)nc(C)c2c1	46*	13	0.2	-2.9	-3	-1.4	7	-6	5
54	COC(=O)[C@H](Cc1ccccc1)NC(=O)NCc1ccc(S(N)(=O)=O)cc1	1	6	1.0	-1.5	-1	nt	6	-8	-1
55	COc1cccc(C(=O)CC(=O)C(=O)Nc2cccc([N+](=O)[O-])c2C)c1	0	6	1.5	0.7	7	0.5	-1	-7	17
56	O=C(NCc1cccnc1)c1cccc(S(=O)(=O)N2CCCC2)c1	0	2	0.7	-0.8	-9	-0.1	2	-9	12

(next part)
57	COc1cccc(N(C(=O)Cn2nnc(-c3ccc(C)o3)n2)C(C(=O)NC2CCCC2)c2ccncc2)c1 (stereo not given)
58	CN(C)CCCNc1nc(N)c([N+](=O)[O-])c(NCCO)n1
59	N#CC(c1cccc(Cl)c1)c1ccc2c(C(F)(F)F)cc(C(F)(F)F)nc2n1 (stereo not given)
60	CC(=O)Nc1ccc(S(=O)(=O)Nc2ccccn2)cc1
screen / no.	57	58	59	60
Mtb FBA inh	-3	-3	-5	5
MazF activator	1	-5	13	-10
Mtb UGM inh	-0.8	-1.2	nt	-0.3
FadD28 FP inh	-1.4	-2.8	-0.5	-0.1
PrPC surface inh	6	14	-3	3
Mtb BioA inh	-1.2	-0.5	nt	nt
Rv3671c inh	10	4	-3	5
BoNT-F LC inh	-29	6	-16	2
GDH-TPI counter	-3	38*	3	0

Assay outcomes: PubChem BioAssay, several laboratories
